N370S GC mod: qHTS Assay for Inhibitors and Activators of N370S glucocerebrosidase as a Potential Chaperone Treatment of Gaucher Disease. Lysosomal acid glucosylceramidase (Homo sapiens), P04062. N370S GC spleen homogenate, 4MU-glucoside fluorescence. Potency, µM (top dose mostly 59.4 µM), without a hit: top-dose activity change, negative = inhibition, hits mostly inhibitors. 330,000 compounds, 0.092% hits;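 further: 0% = full enzyme activity and -100% = no enzyme basal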
FEN1 inhibitor: qHTS Assay for the Inhibitors of Human Flap endonuclease 1 (FEN1); 390,000 compounds, 0.35% hits; Recombinant FEN1 flap cleavage, fluorescence, 15 min; P39748; Potency, µM (doses to about 114 µM), for inactives: at the highest dose activity change, negative = inhibition, usual class: inhibitors; further: nearly all actives have a fitted effect of over 65% in size
Target sequence (P39748 whole entry, looked up): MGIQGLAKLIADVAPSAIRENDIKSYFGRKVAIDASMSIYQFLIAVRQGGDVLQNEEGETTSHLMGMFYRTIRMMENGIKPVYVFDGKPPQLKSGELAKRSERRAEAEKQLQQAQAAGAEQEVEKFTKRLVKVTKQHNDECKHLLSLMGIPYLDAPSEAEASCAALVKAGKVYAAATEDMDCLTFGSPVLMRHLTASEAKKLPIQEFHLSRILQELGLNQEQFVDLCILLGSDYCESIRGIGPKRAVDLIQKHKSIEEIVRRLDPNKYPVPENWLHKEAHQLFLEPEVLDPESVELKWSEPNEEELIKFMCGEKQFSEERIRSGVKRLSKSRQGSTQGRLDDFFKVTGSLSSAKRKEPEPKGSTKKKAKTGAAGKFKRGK
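Enzyme 10 nM, 15 min RT preincubation with compound; start with substrate 50 nM final; reads at 0 and 15 min; qHTS titration, four-parameter Hill fit.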
TDP1 cell CPT: qHTS for Inhibitors of human tyrosyl-DNA phosphodiesterase 1 (TDP1): qHTS in cells in presence of CPT; chicken DT40 Tdp1-/-;hTDP1 cells + 20 nM CPT, ATP luminescence, 48 h; Potency, µM (doses to about 46.2 µM), for inactives: at the top dose activity change, negative = growth inhibition, hits mostly inhibitors; 420,000 compounds, 12% hits; AID 686979, 2013; further: nearly all actives have a fitted effect of over 55% in size
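Chicken DT40 Tdp1-/- cells complemented with human TDP1, 400 cells/well, exposed to compounds plus 20 nM camptothecin for at least 48 h at 37 C; viability read as ATP content by CellTiter-Glo luminescence.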
Numbers without * were called inactive; ? = inconclusive; / = no result given; & = joins results of further samples; ! = not confirmed by another sample. The call rests on the fitted dose curve; in most records, active means well fitted curve in the direction sought with a large enough effect; inconclusive means small, poorly fitted or top-dose-only effect, or another doubt; inactive means no such curve, though single readings can be large; an effect the other way counts as inactive or inconclusive. Unless noted, on the % scale 0 is the no-effect control and ±100 the full control effect; potency means the concentration at half of the fitted maximal effect. Some of the compounds tested; the hit share may differ from the screen's.

SMILES	N370S GC mod	FEN1 inhibitor	TDP1 cell CPT
COc1ccc(CSc2nc3ccncc3n2Cc2nc(-c3ccc(OC)c(OC)c3)oc2C)cc1	/	14%	26µM*
Cc1ccc(S(=O)(=O)NCC(c2cccnc2)N2CCc3ccccc32)cc1 (configuration not stated)	4%	6%	?
COc1ccc(-n2c(SCC(=O)c3ccc[nH]3)nnc2-c2ccccc2)cc1	11%	4%	-1%
CC(C)(C)OC(=O)CN1c2cccc3cccc(c23)S1(=O)=O	3%	-12%	-14%
O=C(COc1ccccc1[N+](=O)[O-])Nc1ccc(-c2nc3ccccc3s2)cc1	/	3%	21µM*
Cc1noc(C)c1-c1nc(N(C)Cc2ccco2)c2ccccc2n1	5%	/	?
O=C(c1cccc([N+](=O)[O-])c1)N1CCN(c2ccc(Nc3ccccc3)nn2)CC1	/	-9%	?
CCCCNC(=S)NNC(=O)c1csc2ccccc12	6%	-6%	?
CC(C)OC(=O)c1ccc(NC(=O)Cn2c(-c3nonc3N)nc3ccccc32)cc1	4%	-3%	-1%
COCCN1C(=O)N[C@@H](c2ccco2)C(C(C)=O)=C1C	9%&11%	11%	4%
COc1cc(S(=O)(=O)N2CCCCC2)ccc1NC(C)=O	-4%	-14%	0%
COCC(C)n1c(C)cc(C(=O)CN2c3cccc4cccc(c34)S2(=O)=O)c1C (configuration not stated)	/	-18%	-27%
C/C(Cc1ccccc1)=N\NC(=O)CNC(=O)c1ccc2c(c1)OCCO2	-8%	6%	-4%
COCc1c(C(=O)NCc2ccccc2CN2CCCC2)oc2ccccc12	/	-4%	-25%
O=C(O)Cc1ccc(CCNS(=O)(=O)c2ccc(Cl)cc2)cc1	6%	/	6%
O=C(O)CSc1nnc(Cn2nnc3ccccc32)n1CCc1ccccc1	7%	4%	-1%
CC1(C)C(=O)OC(c2c(F)c(F)c(F)c(F)c2F)C2(CCCCC2)C1=O (configuration not stated)	1%	1%	-22%
CN(Cc1cccnc1)C(=O)c1cc(S(=O)(=O)Nc2ccccc2F)ccc1Cl	-4%	-4%	?
O=C(C[C@@H]1C/C=C\CCCC(=O)OC[C@@H]2CCCN2C1=O)NCCO	/	20%	5%
CCN(c1ccccc1)S(=O)(=O)c1ccc(Cl)c(C(=O)O)c1	10%	-1%	-1%
Cc1cc(C)nc(NS(=O)(=O)c2ccc(NC(=O)c3nn(-c4ccccc4)ccc3=O)cc2)n1	-9%	22%	?
CC(=O)c1ccc(OCCCC(=O)Nc2cccc(-c3nn[nH]n3)c2)cc1	-6%	-5%	6%
COc1ccccc1/C=C/C(=O)Oc1cccc2cccnc12	?	-19%	?
CC1Sc2ccc(S(=O)(=O)CCC(=O)Nc3ccccc3Cl)cc2NC1=O (configuration not stated)	?	-15%	?
CCOC(=O)N1CCN(Cc2ccccc2Cl)CC1	4%	5%	0%
C1=CCC(CN2CCN(C3CCCCCC3)CC2)CC1 (configuration not stated)	0%	8%	-1%
COc1ccc(CCNC(=O)c2cc(S(=O)(=O)N3CCCC3)cn2C)cc1OC	-3%	-5%	?
CCC(=O)Nc1cccc(-c2nnc(-c3cccc(NC(=O)CC)c3)o2)c1	-2%	-5%	?
COc1cc2c3c(c1)C1(C(=O)N3C(C)(C)C=C2C)C(C#N)=C(N)Oc2cc(O)ccc21 (configuration not stated)	-7%	-17%	5%
CCc1ccccc1-n1c(SCC(=O)N2CCCC2)nnc1-c1ccccn1	1%	-12%	?
COc1ccc2[nH]c(C(=O)O)c(CCNC(C)=O)c2c1	-9%	-3%	-2%
CC(C)C(NC(=O)c1ccc(C(C)(C)C)cc1)C(=O)NCC(c1ccccc1)N(C)C (configuration not stated)	?	15%	?
Cc1cc(C)n(/N=C/c2cc(Cl)cc(Cl)c2O)c(=O)c1	-11%	-8%	-14%
Cc1ccc(C)c(N2N=C(C(=O)OCc3nnc(-c4cccs4)o3)CCC2=O)c1	-7%	-1%	0%
COC(=O)c1ccc(CSc2nccn2C)cc1	-2%	-16%	4%
CCCCN(C)CCCNC(=O)c1ccc2nc(N3CCCCC3)sc2c1	/	4%	23µM*
O=[N+]([O-])c1ccc(CSc2ncnc3ccccc23)cc1	/	4%	?
CSc1nccc(N/N=C/c2ccccc2)n1	-14%	-2%	2%
O=C(COC(=O)c1cccnc1Cl)Nc1cccc(S(=O)(=O)N2CCOCC2)c1	/	4%	-9%
N#Cc1nc(-c2ccccc2F)oc1N1CCCC1	?	-4%	-4%
N#C/C(=C\c1cc(Cl)cc(Cl)c1O)C(=O)NC1CCCCC1	-18%	-9%	21µM*
COc1ccc(NC(=O)CCCCCN2C(=O)c3ccccc3C2=O)c(OC)c1	-4%	18%	-13%
O=C(Nc1ccc(S(=O)(=O)N2CCOCC2)cc1)c1ccc([N+](=O)[O-])cc1Cl	-3%	-14%	?
Cc1cccc(NC(=S)NCCc2ccc(S(N)(=O)=O)cc2)c1C	-8%	2%	7%
O=C(COc1ccc2c3c(c(=O)oc2c1)CCC3)NC1CCCCC1	17%	13%	?
CCOc1ccc(Nc2c(S(=O)(=O)c3ccccc3)cnc3ccccc23)cc1	/	-4%	?
CN(Cc1nc2ccccc2c(=O)[nH]1)C(=O)c1cc2c(s1)CCCCC2	/	14%	23µM*
O=C(CCc1ccccc1)NCCCNC(=O)CCc1ccccc1	/	17%	-9%
CC(NC(=O)CN1CCOCC1)c1ccc(F)cc1 (configuration not stated)	2%	19%	-18%
CCCCCNC(=O)c1cccc(S(=O)(=O)N2CC3(C)CC2CC(C)(C)C3)c1 (configuration not stated)	2%	-1%	?
COc1ccc(-c2nc(CS(=O)CC(=O)NCCc3ccc(Cl)cc3)c(C)o2)cc1OC (configuration not stated)	/	12%	?
CCn1cc(Br)c(C(=O)Nc2nccs2)n1	7%	-1%	1%
CC(=O)Oc1cccc(N2C(=O)c3ccc(C(=O)Nc4c[nH]c(=O)[nH]c4=O)cc3C2=O)c1	1%	2%	-2%
C=CCc1ccccc1OCCSc1nc(-c2ccccc2F)nc2cc(=O)[nH]n12	/	-6%	16µM*
COc1ccc(NC(=O)CSc2c3c(nc4ccccc24)CCC3)c(OC)c1	-1%	-8%&1%	?
Cc1ccc(C)c(NC(=O)CCc2nnc3ccc(N4CCCC4)nn23)c1	-3%	23%	-11%
COc1cccc(OC)c1OCCNCC1COc2ccccc2O1 (configuration not stated)	0%&1%&4%	-18%	15µM*!
CCOC(=O)C(=O)c1csc(NC(=O)COc2ccc(N(C)S(=O)(=O)c3ccc(F)cc3)cc2)n1	-1%	-4%	-9%
CC(C)(O)C#Cc1ccc(CN2CCCC(CO)(Cc3cccc(Cl)c3)C2)cc1 (configuration not stated)	?	-8%	15µM*
CCNC(=O)NC1c2ccccc2CSc2ccccc21 (configuration not stated)	/	-5%	4%

Going on with the list.
SMILES	N370S GC mod	FEN1 inhibitor	TDP1 cell CPT
Nc1n[nH]c(N)c1N=Nc1cccc(C(F)(F)F)c1	-14%	-21%	-6%
CCc1cc(C(=O)N/N=C/c2c(C)[nH]c3ccccc23)cs1	?	2%	?
COc1ccc(NC(=O)c2sc3nc4c(cc3c2N)CCCCCC4)c(OC)c1	/	5%	?
Cc1cc(NC(=O)CSc2ccc(Cl)cc2)no1	6%	0%	13µM*
O=C(O)CCC(=O)Nc1ccc(S(=O)(=O)c2ccc(NC(=O)CCC(=O)O)cc2)cc1	-13%	-12%	1%
CSCc1c(C(=O)N2CCCc3ccccc32)oc2ccccc12	/	-13%	15µM*
CCCCSCCCNC(=O)C1CCC(CNS(=O)(=O)c2ccccc2)CC1 (configuration not stated)	2%	20%&-6%	16µM*
CCN(CC)C(=O)C1CCCN(C(=O)Nc2ccc3nsnc3c2)C1 (configuration not stated)	14%	9%	-9%
COc1ccc(CNC(=O)C2CCN(S(=O)(=O)c3ccc4nc5c(c(C(=O)O)c4c3)CCCC5)CC2)cc1	/	12%	0%&0%
CC(=O)/C(=N\Nc1ccc(C)cc1)N1CCOCC1	-18%	-3%	3%
CC1CN(C(=S)Nc2ccc(S(N)(=O)=O)cc2)CC(C)O1 (configuration not stated)	-1%	-8%	-16%
CCC1(C)N([O-])C(C)=C(c2ccccc2)[N+]1=O (configuration not stated)	/	-2%	-28%
CCN(CC)CCn1c(SCC(=O)NCCC2=CCCCC2)nc2c(sc3ccccc32)c1=O	9%	-13%	?
Cc1c(C)c2c(OCC(=O)O)cc3c(c2oc1=O)CCC(C)(C)O3	?	-19%	-21%
Cc1cccc(CCn2c(=O)c3ccccc3n(Cc3ccccc3C)c2=O)c1	/	12%	15µM*
Cc1ccc(-n2cc(S(=O)(=O)c3ccc(C)cc3)[nH]c2=O)cc1	8%	3%	-9%
CCN(CC)C(=O)CSc1nc(Cc2ccccc2)nc2ccccc12	2%	-7%	?
O=C(O)c1ccc(Nc2ncnc3scc(-c4ccccc4)c23)cc1	-22%	-9%&0%	2.6µM*
Cc1cc(C)cc(OCC(=O)OCC(=O)c2cc(C)n(C3CC3)c2C)c1	12%	-4%	5%
O=C(CN1C(=O)c2cccnc2Oc2ccc(Cl)cc21)Nc1ccc(F)cc1	-10%	2%	?

Already shown: 2 of the compounds above.
SMILES	N370S GC mod	FEN1 inhibitor	TDP1 cell CPT
COc1ccc(CCNC(=O)c2cc(S(=O)(=O)N3CCCC3)cn2C)cc1OC	-3%	-5%	?
CCC(=O)Nc1cccc(-c2nnc(-c3cccc(NC(=O)CC)c3)o2)c1	-2%	-5%	?

Further records:
SMILES	N370S GC mod	FEN1 inhibitor	TDP1 cell CPT
Oc1ccccc1OCCOc1ccccc1OCCOc1ccccc1O	23%	-16%	?
CCOCCCNC(=O)CCS(=O)(=O)Cc1ccc(C)cc1	-2%	-8%	-19%
Cc1cc(/C=C(\C#N)C(=O)Nc2ccc(Cl)cc2)c(C)n1-c1ccc(N2CCOCC2)c([N+](=O)[O-])c1	-2%	-5%	7.3µM*
CCOC(=O)CN(C(=O)COc1nc(-c2ccccc2)cc(C)c1C#N)c1cccc(OC)c1	-14%	3%	?
Cc1ccccc1CN1C[C@@H]2C[C@@H](c3cnc(N4CCOCC4)s3)N3CCC[C@@]23C1=O	-13%	-1%	-2%
CCC(C(=O)N1CCN(c2ccccc2)CC1)n1c(C)c2cnn(-c3ccccc3)c(=O)c2c1C (configuration not stated)	/	-14%	?
Cc1cc(C)nc(-n2nc(C)cc2NC(=O)CNCc2ccccc2)n1	7%	-4%	-29%
CCOC(=O)CC(=O)NC(CC(=O)OC)c1ccc(Br)cc1 (configuration not stated)	-11%	-2%	-2%
CC(=O)c1cccc(NC(=O)COC(=O)CC2CC3CCC2C3)c1 (configuration not stated)	/	10%	1%
O=C(c1ccccc1F)N1CCN(c2ccc([N+](=O)[O-])c(N3CCOCC3)c2)CC1	8%	-1%	-27%
CCOc1ccc(CCNC(=O)COC(=O)Cc2ccc(F)cc2)cc1OCC	-8%	3%	2%
OCc1nc2ccccc2n1Cc1c(F)cccc1Cl	-6%	-6%&-1%	?
Cc1cc(OCCCCN2C(=O)NC(C)(C)C2=O)ccc1[N+](=O)[O-]	1%	-6%	?
COc1ccc(CCNC(=O)NCc2noc3ccccc23)c(OC)c1	/	18%	?
COc1ccc(/C=C2\N=C(C)N(c3ccc4ccccc4c3)C2=O)cc1OC	2%	-5%	?
COc1ccccc1CNC(=O)c1cnn2c(C)c(Cc3ccc(F)cc3)c(C)nc12	/	14%	5.8µM*
COc1cccc(N(CC(=O)NC2CCCC2)C(=O)Cn2nnc(-c3ccc(C)o3)n2)c1	-7%	-2%	5%
CCc1ccc(NC(=O)CC2C(=O)N(c3ccc(OC)cc3)C(=O)N2CCOC)cc1 (configuration not stated)	-8%	-12%	-9%
CCN1CCN(CCNC(=O)c2ccc3c(c2)NC(=O)/C(=C\c2ccc(OC)c(OC)c2)S3)CC1	?	14%	?

Among those listed so far, twelve contain fluorine.
SMILES	N370S GC mod	FEN1 inhibitor	TDP1 cell CPT
CC1(C)C(=O)OC(c2c(F)c(F)c(F)c(F)c2F)C2(CCCCC2)C1=O (configuration not stated)	1%	1%	-22%
CN(Cc1cccnc1)C(=O)c1cc(S(=O)(=O)Nc2ccccc2F)ccc1Cl	-4%	-4%	?
N#Cc1nc(-c2ccccc2F)oc1N1CCCC1	?	-4%	-4%
CC(NC(=O)CN1CCOCC1)c1ccc(F)cc1 (configuration not stated)	2%	19%	-18%
C=CCc1ccccc1OCCSc1nc(-c2ccccc2F)nc2cc(=O)[nH]n12	/	-6%	16µM*
CCOC(=O)C(=O)c1csc(NC(=O)COc2ccc(N(C)S(=O)(=O)c3ccc(F)cc3)cc2)n1	-1%	-4%	-9%
Nc1n[nH]c(N)c1N=Nc1cccc(C(F)(F)F)c1	-14%	-21%	-6%
O=C(CN1C(=O)c2cccnc2Oc2ccc(Cl)cc21)Nc1ccc(F)cc1	-10%	2%	?
O=C(c1ccccc1F)N1CCN(c2ccc([N+](=O)[O-])c(N3CCOCC3)c2)CC1	8%	-1%	-27%
CCOc1ccc(CCNC(=O)COC(=O)Cc2ccc(F)cc2)cc1OCC	-8%	3%	2%
OCc1nc2ccccc2n1Cc1c(F)cccc1Cl	-6%	-6%&-1%	?
COc1ccccc1CNC(=O)c1cnn2c(C)c(Cc3ccc(F)cc3)c(C)nc12	/	14%	5.8µM*
